Compound activity as filed in PubChem BioAssay.
Yfh1-off respiration – enhancers of respiration in Yfh1-depleted yeast, dose response, Friedreich's ataxia, plus single-dose screen (AID 1465) | 0.074% of 220,000 active | S. cerevisiae Yfh1-off respiration, WST-1 reduction, 72 h; higher fold induction means a stronger effect | one-dose fold induction at 50 µM; EC50 in µM for titrated hits;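 active means fold induction of absorbance versus untreated yeast above a set limit, then at least 30% activation at any dose in follow-up; inconclusive means repeats straddling the limit, or above it without dose testing; inactive means fold induction below the set limit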;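 further: activators that raise dye reduction in frataxin-depleted yeast; strong numbers were not always called active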
West Nile virus CPE – inhibition of WNV-induced cytopathic effect – cell-based, CPE readout (AID 1621); 0.02% of 290,000 active; West Nile virus-infected cells, CPE inhibition; higher % means a stronger effect; CPE inhibition, % at 10 µM, or IC50 in µM where a hit was titrated; in the data active means a potency from the dose series; inconclusive means CPE inhibition mostly from about 3.7% at the one dose, without a potency; inactive means the rest, 99 in 100 with CPE inhibition below about 2.2%; further: strong numbers were not always called active
UTI89 phage lysis – protection from phage-mediated lysis, alamar blue read-out – E. coli UTI89, K1F phage, bacterial capsule biogenesis inhibitors (AID 488966). inhibition, % at 100 µM; hits with a dose series show IC50 in µM. E. coli UTI89 K1F phage lysis, alamar blue, 2 h; higher % means a stronger effect. 0.02% of 340,000 active;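 active means phage lysis inhibition, versus mean bacterial control, above a set limit; inconclusive means no clear call, values can overlap the other calls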;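 further: capsule biogenesis inhibitors block K1F phage lysis so surviving cells raise fluorescence; higher fluorescence means more inhibition of phage lysis; actives were called in the ten point dose series up to 300 µM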
ER stress rescue – rescue of cells from ER stress-induced death, primary screen, 384-well, CSM14.1, thapsigargin, ATP luminescence (AID 1222); CSM14.1 thapsigargin-induced death rescue, ATP luminescence; higher % means a stronger effect; cellular ATP content (survival), % at 20 µM; hits with a dose series show EC50 in µM; 190,000 tested, under 10 active;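 active means EC50 below 50 µM in the dose-response confirmation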;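 further: death triggered by thapsigargin at about 15 µM added after 2 h compound pretreatment; cell ATP read after overnight thapsigargin exposure of roughly 18 to 22 hours; normalized against plate controls of thapsigargin alone and 5% DMSO vehicle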
SV40 large T antigen – TAg ATPase/helicase activity blockers – biochemical (AID 1903); one-dose inhibition, % at 20 µM; IC50 in µM for titrated hits; SV40 large T antigen ATPase/helicase inhibition assay; higher % means a stronger effect; 0.39% of 310,000 active; in the data active means a potency from the dose series; inconclusive means inhibition mostly from about 32% at the one dose, without a potency; inactive means the rest, 99 in 100 with inhibition below about 32%; further: strong numbers were not always called active
WT yeast gro inh – growth inhibition of WT yeast, mitochondrial fusion screen; mitochondrial fusion phenotypic screen, WT strain; AID 1362; inhibition, % at 10 µM; 2.1% of 190,000 active; in the data active means inhibition above about 58%; tested in S. cerevisiae
NS5 inhibitors – Dengue-2 NS5 methyltransferase inhibitors, primary screen, biochemical, confirmation dose response (AID 588689) | Dengue-2 NS5 methyltransferase capping enzyme assay, biochemical; higher % means a stronger effect | inhibition, % at 25 µM; hits with a dose series show IC50 in µM | 0.3% of 340,000 active; in the data active means a potency from the dose series; inconclusive means inhibition above about 29% without an active follow-up result
XIAP antagonists – small molecules displacing peptide from XIAP – biochemical, IAP family, fluorescence polarization (AID 1018); XIAP BIR domain, fluorescence polarization peptide displacement; higher % means a stronger effect; 0.007% of 200,000 active; one-dose displacement, % at 20 µM; IC50 in µM for titrated hits; in the data active means displacement above about 50%; further: a part of the inactive calls stands beside numbers as strong as those of hits
RSV CPE inhibition – inhibition of RSV-induced cytopathic effect – HEp-2 cells, primary 10 µM value included (AID 2391). HEp-2 cells, RSV-induced CPE inhibition; higher % means a stronger effect. CPE inhibition, % at 10 µM; hits with a dose series show IC50 in µM. 0.13% of 310,000 active; in the data active means a potency from the dose series; inconclusive means CPE inhibition mostly from about 23% at the one dose, without a potency; inactive means the rest, 99 in 100 with CPE inhibition below about 21%; further: strong numbers were not always called active
WT yeast gro inh mutant strain – second read-out of WT yeast gro inh, no call of its own (marks repeat the call); inhibition, %; mitochondrial fusion phenotypic screen, mutant strain inhibition
Starred values were filed as active, the others as inactive; i = inactive; ? = inconclusive; nt = not tested or not shown; & = joins results of further samples; [ ] = remark or other dose. This is a random part of the collection; any-hit rate near 2.2%.

SMILES	Yfh1-off respiration	West Nile virus CPE	UTI89 phage lysis	ER stress rescue	SV40 large T antigen	WT yeast gro inh	WT yeast gro inh mutant strain	NS5 inhibitors	XIAP antagonists	RSV CPE inhibition
CCN(Cc1ccncc1)C(=O)c1cc(COc2c(F)cccc2F)on1	nt	-0.6%	0.3%	nt	7%	nt	nt	1%	nt	5.7%
Cc1ccc(S(=O)(=O)CCC(=O)OCC(=O)N(C)C2CCS(=O)(=O)C2)cc1 (stereo not drawn)	nt	nt	0.7%[50 µM]	nt	11%	nt	nt	-10%	nt	-1.6%
COC(=O)CSc1nc2ccccc2c(=O)n1C	i	-0.2%	0.5%	0.4%	-3%	4	-9	2%	3.1%	0.6%
COc1ccc(N2CS(=O)CC2=O)cc1 (stereo not drawn)	i	1.1%	0.3%	-1.5%	-3%	-1	-2	-12%	-10%	0.8%
C=CCC(=O)OCC(=O)Nc1ccc(Cl)cn1	i	0.2%	-0.2%	-1.1%	13%	-12	3	4%	-1.4%	2.9%
NS(=O)(=O)c1ccc(CCNC(=O)c2cccc([N+](=O)[O-])c2)cc1	i	-0.3%	-0.7%	-1.0%	3%	-4	-19	-1%	-8.3%	-0.6%
COc1ccc(C)cc1NC(=O)C(NCC(O)c1ccccc1)c1ccccc1 (stereo not drawn)	nt	-0.7%	0.0%	nt	10%	nt	nt	-4%	nt	1.9%
O=C(CCN1C(=O)[C@@H]2Cc3ccccc3CN2C1=O)N[C@H](C(=O)O)c1ccccc1	nt	-0.1%	0.6%	nt	4%	nt	nt	-3%	nt	3.9%
Cc1nn(C(=O)c2c(-c3ccccc3)noc2C)c(C)c1N=Nc1cc(C(F)(F)F)cc(C(F)(F)F)c1	i	0.0%	2.0%	nt	4%	nt	nt	3%	nt	3.1%
O=C(CCSc1nc2ccccc2s1)N/N=C/c1c(O)ccc2ccccc12	i	0.6%	0.0%	5.2%	9%	-16	-5	?	-3.6%	7.5%
COc1ccc(-c2c(-c3ccccc3OC)sc3ccccc23)cc1	nt	-0.3%	0.1%	nt	17%	nt	nt	-1%	nt	2.6%
Cc1ncc(CN2CCN(CCC(C)C)C(CCO)C2)s1 (stereo not drawn)	i	0.4%	1.4%	0.2%	2%	-8	15	nt	-6.9%	-0.2%
CC1(C)Oc2ccc3ccc(=O)oc3c2/C(=C/NNC(N)=O)C1=O	nt	1.2%	0.3%	nt	11%	nt	nt	-2%	nt	1.4%
CSc1sccc1/C=N/O	i	0.0%	-0.1%	nt	-5%	nt	nt	-4%	nt	2.0%
Cc1ccc(S(=O)(=O)c2nc(S(C)(=O)=O)sc2N2CCC(O)CC2)cc1	nt	0.4%	0.4%	nt	6%	nt	nt	6%	nt	1.0%
CCOC(=O)C1Cn2c(nc3c(c2=O)C2(CCCC2)Cc2ccccc2-3)S1 (stereo not drawn)	i	-0.2%	0.4%	-0.2%	12%	30	12	1%	5.7%	18%
COc1ccc(OC)c(NC(=O)Cn2cc(C#N)c3cc(Br)ccc32)c1	i	1.5%	3.5%	-1.6%	-1%	12	9	-8%	-7.3%	6.5%
Cc1cnc([N+](=O)[O-])n1CCOC(=O)NC(=O)c1cccc(F)c1	i	-0.5%	0.0%	-1.2%	-1%	-7	-49	4%	-9.5%	3.2%
O=C(O)c1cccc(N2C(=O)CSC2=S)c1	nt	0.5%	0.4%	nt	10%	nt	nt	-3%	nt	0.8%
Cn1cccc2[nH]c(=O)nc1-2	i	0.0%	0.3%[50 µM]	nt	12%	nt	nt	-13%	nt	0.2%
CN(C)S(=O)(=O)c1ccc2oc(SCC(=O)Nc3ccccc3F)nc2c1	i	0.1%	0.2%	-1.1%	12%	-10	6	-1%	-1.4%	2.4%
O=C(CN1CCCCC1)Nc1ccc(S(=O)(=O)NC2CCCCC2)cc1	i	-1.2%	-0.5%	1.6%	9%	6	-5	1%	-3.4%	4.2%
CC1CCN(C(=S)c2cccc([N+](=O)[O-])c2)CC1	i	0.0%	-0.3%	-0.7%	6%	8	23	-4%	-8.8%	-0.6%
O=C(CCC1CCCC1)c1c(O)c2ccccc2oc1=O	i	0.4%	-4.8%	nt	19%	5	-6	-4%	-0.5%	-2.0%
CCOC(=O)C1=C(C)NC(=O)NC1c1ccc(F)cc1 (stereo not drawn)	i	0.3%	-0.1%	0.5%	4%	-3	-8	-1%	-6.3%	1.9%
O=C(COc1ccccc1[N+](=O)[O-])N/N=C/c1ccc[nH]1	i	0.6%	1.3%	nt	1%	nt	nt	3%	nt	0.9%
COc1ccc(C(=O)Nc2nccs2)cc1[N+](=O)[O-]	i	-0.2%	0.3%	-2.5%	7%	-1	5	-4%	1.1%	1.1%
O=C(c1ccc(F)cc1)N1CCN(c2ccccn2)CC1	nt	0.2%	-1.8%	nt	9%	nt	nt	-3%	nt	1.8%
O=C(NCCCO)c1ccc2[nH]c3c(c2c1)CCCC3	i	-0.1%	-0.4%[50 µM]	4.0%	2%	-18	-21	-1%	-1.8%	1.4%
O=C(O)c1ccc(NS(=O)(=O)c2cccc(C(=O)Nc3ccc(Br)cc3)c2)cc1	nt	0.0%	-0.4%	nt	32%	nt	nt	-3%	nt	0.7%
COc1ccc(C(=O)Nc2n[nH]c(-c3ccncc3)n2)cc1	i	0.1%	6.4%	1.3%	8%	5	-2	0%	-5.8%	3.1%
CC(C)CN(C(=O)COC(=O)c1ccccc1Sc1ccccc1C#N)C1CCS(=O)(=O)C1 (stereo not drawn)	i	0.0%	0.2%	-0.4%	7%	-4	-6	1%	-7.8%	1.1%
Cc1ccc(/C=N/n2c(C)nnc2C)o1	i	-0.2%	0.2%	3.4%	6%	-1	-5	-4%	-9.2%	0.6%
CC(=O)c1c(C)[nH]c(C(=O)CSc2ncnc3sc(-c4ccccc4)cc23)c1C	i	0.0%	3.8%	0.9%	9%	22	-3	-2%	-1.7%	0.8%
COc1ccc(-n2c(=S)[nH]c3cc(C(=O)NCc4cccnc4)ccc3c2=O)cc1	nt	0.1%	0.5%	nt	8%	nt	nt	-3%	nt	0.9%
CCC(C)(C)n1nnnc1CN1CCN(c2nc3ccc(C)cc3cc2C#N)CC1	i	-0.4%	-0.9%	-1.6%	10%	11	-12	4%	-25%	15%
CC(NC(=O)C12CC3CC(CC(O)(C3)C1)C2)c1ccc(Cl)cc1Cl (stereo not drawn)	nt	-0.5%	-0.2%	nt	4%	nt	nt	-8%	nt	2.5%
CCN(CC)C(=O)Cn1c(=O)n(CCCCCC(=O)Nc2ccccc2)c(=O)c2sccc21	i	0.1%	2.0%[50 µM]	1.0%	3%	-4	0	-3%	1.5%	1.4%
CCc1nc2c(C#N)c(-c3ccc(Cl)cc3)ccn2n1	i	0.3%	5.3%	-1.0%	8%	23	29	-1%	-9.9%	-1.7%
COc1ccc(/C=C/C(=O)OCC(=O)c2c(N)n(C)c(=O)n(C)c2=O)c(OC)c1	i	0.9%	0.5%	0.9%	2%	-28	12	-3%	-4.8%	1.8%
COC(=O)C[N+](C)(C)C/C=C\c1ccccc1	i	0.1%	0.5%	-0.2%	6%	4	7	5%	3.1%	1.8%
CS(=O)(=O)N(CC(=O)NCC1CCCO1)Cc1ccc(Cl)cc1 (stereo not drawn)	i	-0.2%	0.8%	-2.2%	1%	nt	nt	2%	-2.7%	0.4%
CCNc1nc(N)nc(Oc2ccc(OCCOc3ccc(Cl)cc3Cl)nn2)n1	i	-0.9%	-0.4%[50 µM]	-2.0%	2%	8	8	-6%	-4.3%	10%
CC(Oc1ccc2c(-c3ccccc3)cc(=O)oc2c1)C(=O)NCC1CCC(C(=O)O)CC1 (stereo not drawn)	nt	0.1%&-0.2%	5.0%&3.9%	nt	5%	nt	nt	-4%&-7%	nt	1.9%
Nn1c(SCc2ccccc2F)nnc1-c1ccncc1	i	0.0%	nt	nt	-1%	nt	nt	nt	nt	5.6%
O=C(NC(=S)N1CCCC1)c1ccc(Cl)cc1Cl	nt	1.1%	0.0%	nt	14%	nt	nt	-5%	nt	0.6%
Cc1onc(-c2ccccc2)c1C(=O)N1CCN(c2ncccn2)CC1	i	0.2%	0.3%	-1.1%	3%	2	13	-14%	-11%	3.5%
CCN(CC)C(=O)C1CCCN(Cc2ccc3c(c2)OCO3)C1 (stereo not drawn)	i	-0.3%	0.3%	-0.2%	7%	2	8	-3%	-4.2%	0.5%
CNc1nc(-c2ccc3c(c2)CCN3C(=O)c2ccccc2F)cs1	i	0.4%	0.8%	3.1%	29%	12	1	-3%	-2.9%	nt
O=S1(=O)CCOC[C@H](CC2CCCCC2)N1Cc1ccccc1F	nt	-1.0%	0.9%	nt	4%	nt	nt	0%	nt	2.5%
Cc1ccc[n+](C(C)C(=O)c2ccc(-c3ccccc3)cc2)c1 (stereo not drawn)	i	2.3%	0.9%	2.1%	18%	13	20	-1%	-0.2%	2.2%
Cc1ccc(CN2CCC(n3nccc3NC(=O)CCOc3ccccc3)CC2)o1	nt	-1.2%	-0.3%[50 µM]	nt	14%	nt	nt	-3%	nt	1.1%
O=[N+]([O-])c1ccc(Oc2cccc(Br)c2)c2ccncc12	i	0.7%	-0.2%	1.0%	3%	9	9	6%	-16%	?
Cc1ccc(S(=O)(=O)Nc2cccc(C(=O)NCC3(N4CCCCC4)CCCCC3)c2)cc1F	nt	nt	0.7%[50 µM]	nt	16%	nt	nt	-1%	nt	-2.0%
CCCn1c(=O)c(C(=O)NNC(=O)c2cccc([N+](=O)[O-])c2)c(O)c2ccccc21	nt	0.4%	2.3%[50 µM]	nt	9%	nt	nt	-1%	nt	6.5%
O=C(Nc1ccc(F)cc1)c1ccccc1F	i	-0.3%	1.5%[50 µM]	-2.9%	13%	7	3	-6%	-3.4%	-0.7%
CCOC(=O)c1cn2nc(Oc3ccccc3)ccc2n1	i	0.0%	nt	nt	7%	nt	nt	nt	nt	0.7%
Cc1nnsc1NC(=O)OCc1ccc(C(C)(C)C)cc1	i	0.5%	0.6%	0.3%	4%	19	2	-3%	-2.6%	5.2%
COc1ccc(OC)c(-c2csc(NC(=O)Cc3ccccc3F)n2)c1	nt	0.3%	0.3%	nt	-3%	nt	nt	0%	nt	20%
OCCOCCn1c(C2CCCN2c2nc(-c3ccc(F)cc3)cs2)nc2cc(C(F)(F)F)ccc21 (stereo not drawn)	i	-0.8%	3.8%	nt	9%	nt	nt	-2%	nt	13%

Three compounds already listed, sorted by the number in RSV CPE inhibition, ascending:
compound | RSV CPE inhibition
O=C(NC(=S)N1CCCC1)c1ccc(Cl)cc1Cl | 0.6%
Cc1ccc(CN2CCC(n3nccc3NC(=O)CCOc3ccccc3)CC2)o1 | 1.1%
Cc1onc(-c2ccccc2)c1C(=O)N1CCN(c2ncccn2)CC1 | 3.5%
